S-ASM inh – inhibitors of human secretory acid sphingomyelinase; AID 504937; hit rate 0.006% among 340,000; P17405; placental ASM, HMU-PC fluorogenic substrate, 60 min; Potency, µM (top dose mostly 57.5 µM), inactives show at the top dose activity change, negative = inhibition, hits mostly inhibitors; also: potency is read from the fitted curve at half-maximal effect
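Human placenta-derived ASM enzyme was preincubated with compound for 10 minutes at room temperature, then given fluorogenic substrate HMU-PC0 (9 uM final) for 60 minutes at 37 °C; a pH 10 stop preceded fluorescence reading at Ex 386/Em 447 nm.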
a7 integrin act – integrin-mediated muscular dystrophy alleviation activation; alpha7betagal myoblasts, beta-gal FDG fluorescence, 48 h; hit rate 0.064% among 350,000; Potency, µM (highest dose often 38.3 µM), for inactives: at the highest dose activation, most hits filed as activators;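 also: potency is read from the fitted curve at half-maximal effect; 100% = response of the positive control SU9516; nearly all actives have a fitted effect of over 60% in size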
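alpha7betagal+/- myoblasts (passage 13, 250/well) treated 48 h at 37C with compounds at 1:260 dilution of DMSO stock. Lysed, then beta-galactosidase activity read as FDG fluorescence (ex 480/em 540) after 30 min, with pre-read for autofluorescence.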
A-T KAP1 phos – candidate therapy for ataxia-telangiectasia | Potency, µM (highest dose often 57.5 µM), for the others: top-dose activation, usual class: activators | hit rate 0.19% among 320,000 | […] A-T fibroblasts, KAP-1 phosphorylation AlphaLISA; neocarzinostatin DNA damage 30 min before lysis; also: potency is read from the fitted curve at half-maximal effect; % of control where 0% means no effect; nearly all actives have a fitted effect of over 45% in size
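ATM-like activity read as KAP-1 phosphorylation via AlphaLISA donor/acceptor antibody pairs after lysis and 6 hr at 25C. Cells were ATM-null patient fibroblasts ([…], hTERT), dosed 60 min, then exposed to the DSB inducer NCS for 30 min.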
MLL CXXC-DNA inh – inhibitors of human MLL CXXC domain-DNA interaction | hit rate 0.037% among 290,000 | MLL-CXXC / FITC-HOXA9 DNA fluorescence polarization | Potency, µM (series often up to 115 µM), for inactives: at the top dose activity change, negative = inhibition, usual class: inhibitors; active = well fitted inhibition curve with a large enough effect in the polarisation, with a control signal flat, not every such curve was filed as active; inconclusive = small, poorly fitted or top-dose-only effect, or effect the other way, or a change in a side signal; inactive = no such curve, though single readings can be large or run the other way; the % refers to the polarisation; also: potency is read from the fitted curve at half-maximal effect
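Fluorescence polarization: 7 uM MLL-CXXC (stock) preincubated 5 min with compounds, then 50 nM fluorescein-HOX-A9 DNA (stock) added; 30 min ambient. Buffer 50 mM Tris-HCl pH 7.5, 50 mM NaCl, 1 mM DTT, 0.05% BSA.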
GALK inh – blocks human galactokinase activity; P51570; Purified GALK, Kinase-Glo residual ATP luminescence; Potency, µM (series often up to 57.5 µM), for inactives: at the highest dose activity change, negative = inhibition, hits mostly inhibitors; hit rate 0.007% among 270,000; also: potency is read from the fitted curve at half-maximal effect; % is scaled to controls: 0 for no effect and ±100 for the full control effect
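Quantitative HTS: GALK 5 nM, ATP 35 uM, galactose 100 uM, 1 h room temperature, then luciferase-based ATP detection.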
KCNH2 3.1 inh – KCNH2 3.1 (human) potassium channel inhibition. hit rate 0.95% among 340,000. activity change, % (tested at about 1.8 µM). AID 720553. U2OS KCNH2 3.1, thallium flux FluxOr; active compounds read low;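 active = maximum activity change below -70%; inconclusive = maximum activity change from -70% to -50%; inactive = maximum activity change above -50%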;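 also: thallium influx rate constant from kinetic fluorescence after stimulation buffer; % is scaled to controls: 0 for no effect and ±100 for the full control effect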
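Thallium flux via FluxOr fluorescence (Red40 quencher, 45 min loading) in U2OS cells virally expressing the KCNH2 3.1 isoform (1.77 x 10^8 /mL virus, overnight at 37 C). Rate constants from 2-min kinetic reads post-stimulation, normalised to positive and negative controls.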
hERG WT inh – blocks the wildtype human KCNH2 potassium channel; Q12809; hit rate 0.37% among 340,000; AID 720551; U2OS, BacMam KCNH2, thallium flux FluxOr; active compounds read low; activity change, % at 1.84 µM;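 active = maximum activity change below -70%; inconclusive = maximum activity change between -70% and -50%; inactive = maximum activity change above -50%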; also: % is scaled to controls: 0 for no effect and ±100 for the full control effect
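U2OS cells were transduced with wild-type KCNH2 virus (2.03 x 10^8 / mL) for 4 h at room temperature, then cultured overnight at 37 C. Thallium flux was read with FluxOr dye. Rate constants were normalized to DMSO controls.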
FBPA coupling cs – inhibits coupling enzyme system, counter-screen for aldolase hits. hit rate 0.67% among 290,000. coupling enzyme system counterscreen, AmpLite Red fluorescence. activity change, negative = inhibition, % at 58.2 µM, hits read low; in the data active = activity change below about -30%; also: % is scaled to controls: 0 for no effect and ±100 for the full control effect
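Counterscreen lacking aldolase: glyceraldehyde-3-phosphate coupling-enzyme reagent preincubated 10 min at RT with compound (at 57.5 uM final), then substrate/coupling system with AmpLite Red added; fluorescence read at 525/598 nm after 20 min RT.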
TRPV1 agonist – activates the human vanilloid receptor TRPV1; AID 540275; Q8NER1; TRPV1-expressing cells, Fluo-8 calcium influx, agonist mode; activation, % at 8.33 µM; hit rate 0.19% among 320,000; in the data active = activation above about 80%; inconclusive = between about 30% and that limit; also: 0% is about no effect
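TRPV1-expressing cells were cultured overnight at 35.5C and loaded with Fluo-8 calcium dye for 40 to 90 min at room temperature. After a 10 s baseline, compound was added and calcium influx was read kinetically for 3 min (ex 480/em 520 nm).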
MBNL1 CUG block – MBNL1-poly(CUG) RNA binding inhibition. TR-FRET MBNL1-His/biotin-(CUG)12 binding, 665/545 ratio. Potency, µM (highest dose often 57.5 µM), for the others: at the highest dose activity change, negative = inhibition, actives largely listed as inhibitors. hit rate 0.036% among 280,000; active = well fitted inhibition curve with a large enough effect in the signal ratio, with a control signal flat, not every such curve was filed as active; inconclusive = small, poorly fitted or top-dose-only effect, or effect the other way, or a change in a side signal; inactive = no such curve, though single readings can be large or run the other way; the % refers to the signal ratio; also: potency is read from the fitted curve at half-maximal effect; % is scaled to controls: 0 for no effect and ±100 for the full control effect
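His-tagged MBNL1 binding to biotinylated (CUG)12 RNA was measured by TR-FRET using terbium anti-His antibody (0.055 ng/ul final) and streptavidin-XL665 (5 nM final). Compounds were titrated 92 nM to 58 uM; 60 min at room temperature.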
* hit, by the source's call. Unless noted, calls follow the shape of the dose curve; as a rule, active = well fitted curve in the direction sought with a large enough effect; inconclusive = small, poorly fitted or top-dose-only effect, or another doubt; inactive = no such curve, though single readings can be large; an effect the other way counts as inactive or inconclusive.

Screening COc1ccc(N2CCN(C3CC(=O)N(Cc4ccc(N5CCCC5=O)cc4)C3=O)CC2)cc1 (stereo not drawn) returned S-ASM inh -1%, a7 integrin act -28%, A-T KAP1 phos -7%, MLL CXXC-DNA inh -18%, GALK inh 1%, KCNH2 3.1 inh 11, hERG WT inh -2, FBPA coupling cs 1, TRPV1 agonist -3 and MBNL1 CUG block 12%.
`CCOc1ccc(CNc2ccc3c(c2)nc(C)n3C)cc1` gave S-ASM inh -2%, a7 integrin act -18%, A-T KAP1 phos -17%, MLL CXXC-DNA inh 11%, GALK inh 3%, KCNH2 3.1 inh -19, hERG WT inh 17, FBPA coupling cs -4, TRPV1 agonist 12 and MBNL1 CUG block 0%.
CCOc1ccc(C(=O)NC(=S)Nc2ccc(N3CCOCC3)c(Cl)c2)cc1[N+](=O)[O-] was read as S-ASM inh -11%, a7 integrin act -9%, A-T KAP1 phos -1%, MLL CXXC-DNA inh 19%, GALK inh 1%, KCNH2 3.1 inh -22, hERG WT inh -10, FBPA coupling cs 2 and TRPV1 agonist 3.
Screening CCNC(=S)N1CCN(CCNC2=CC(=O)CC(C)(C)C2)CC1 returned S-ASM inh 5%, a7 integrin act -4%, A-T KAP1 phos 8%, MLL CXXC-DNA inh 4%, GALK inh 1%, KCNH2 3.1 inh 4, hERG WT inh -12, FBPA coupling cs -1, TRPV1 agonist 2 and MBNL1 CUG block 3%.
COC(=O)Nc1ccc(S(=O)(=O)Nc2ccc(C)cc2)cc1 was read as A-T KAP1 phos -1%, MLL CXXC-DNA inh -13%, GALK inh -1%, FBPA coupling cs 0, TRPV1 agonist -1 and MBNL1 CUG block -19%.
For O=C1NC(c2ccc(Cl)cc2)=COc2ccccc21 the results were S-ASM inh 0%, a7 integrin act 16%, A-T KAP1 phos 3%, MLL CXXC-DNA inh -4%, GALK inh 8%, KCNH2 3.1 inh -13, hERG WT inh -2, FBPA coupling cs 2, TRPV1 agonist 11 and MBNL1 CUG block -12%.
`CC1CCCN(S(=O)(=O)c2ccc(Cl)s2)C1` (stereo not drawn) gave S-ASM inh 1%, a7 integrin act -21%, A-T KAP1 phos 3%, MLL CXXC-DNA inh -3%, GALK inh 13%, KCNH2 3.1 inh -16, hERG WT inh 5, FBPA coupling cs 2, TRPV1 agonist 9 and MBNL1 CUG block -1%.
Cc1cccc(CN2CCN(CCCc3ccccc3)CC2)c1 was read as A-T KAP1 phos 8%, MLL CXXC-DNA inh -5%, GALK inh 4%, FBPA coupling cs -1, TRPV1 agonist -6 and MBNL1 CUG block -6%.
N#CC1=C(N)N(c2ccccc2)C(c2cccc([N+](=O)[O-])c2)C1(C#N)C#N (stereo not drawn) was read as S-ASM inh -17%, a7 integrin act -23%, A-T KAP1 phos 8%, MLL CXXC-DNA inh 20%, GALK inh -4%, hERG WT inh 4, FBPA coupling cs 4, TRPV1 agonist 0 and MBNL1 CUG block inconclusive.
Screening COc1ccc(CCNC(=O)c2ccco2)cc1 returned S-ASM inh 3%, a7 integrin act 23%, A-T KAP1 phos -7%, MLL CXXC-DNA inh 6%, GALK inh 2%, KCNH2 3.1 inh 6, hERG WT inh 6, FBPA coupling cs 4, TRPV1 agonist 23 and MBNL1 CUG block -9%.
`COC(=O)c1scc(C)c1NC(=O)c1ccccc1F` gave S-ASM inh -1%, a7 integrin act -8%, A-T KAP1 phos -1%, MLL CXXC-DNA inh 3%, GALK inh 2%, KCNH2 3.1 inh -4, hERG WT inh -2, FBPA coupling cs 2, TRPV1 agonist -1 and MBNL1 CUG block -4%.
`CC(=O)c1ccc(NC(=O)COC(=O)CCc2ccc(S(=O)(=O)N3CCOCC3)cc2)cc1` gave S-ASM inh -1%, a7 integrin act 15%, A-T KAP1 phos 3%, MLL CXXC-DNA inh -3%, GALK inh -1%, KCNH2 3.1 inh 3, hERG WT inh 2, FBPA coupling cs 2 and TRPV1 agonist 0.
For CC(=O)N/C(=C/c1ccccc1)C(=O)N1CCCCC1 the results were S-ASM inh -4%, a7 integrin act 24%, A-T KAP1 phos -4%, MLL CXXC-DNA inh 5%, GALK inh 1%, KCNH2 3.1 inh 27, hERG WT inh -7, FBPA coupling cs 2, TRPV1 agonist -1 and MBNL1 CUG block -1%.
CCC(=O)NCCc1nc(-c2ccccc2)no1 was read as S-ASM inh 1%, a7 integrin act 4%, KCNH2 3.1 inh -3 and hERG WT inh -6.
Cc1ccc(C)n1-c1ccc(C(=O)/C=C/N(C)C)cc1 was read as S-ASM inh 21%, a7 integrin act 8%, A-T KAP1 phos 2%, MLL CXXC-DNA inh 14%, GALK inh 5%, KCNH2 3.1 inh 24, hERG WT inh -4, FBPA coupling cs 2, TRPV1 agonist 0 and MBNL1 CUG block 28%.
O=C1C=C(Nc2ccccc2)C(=O)c2ccccc21 was read as S-ASM inh -4%, a7 integrin act -32%, A-T KAP1 phos 29%, MLL CXXC-DNA inh -5%, GALK inh 5%, KCNH2 3.1 inh 1, hERG WT inh -4, FBPA coupling cs -19, TRPV1 agonist 26 and MBNL1 CUG block inconclusive.
`O=C(CSc1nc2c(sc3ccccc32)c(=O)n1CCc1ccccc1)NCc1ccco1` gave S-ASM inh 2%, a7 integrin act -24%, A-T KAP1 phos 1%, MLL CXXC-DNA inh 10%, GALK inh 0%, KCNH2 3.1 inh 11, hERG WT inh 0, FBPA coupling cs 2, TRPV1 agonist -2 and MBNL1 CUG block 3%.
For COCCN1CN(S(=O)(=O)c2ccc(Cl)cc2)c2nc3ccccc3nc21 the results were S-ASM inh -7%, a7 integrin act -7%, A-T KAP1 phos -2%, MLL CXXC-DNA inh -1%, GALK inh 3%, KCNH2 3.1 inh -6, hERG WT inh -5, FBPA coupling cs 0, TRPV1 agonist 10 and MBNL1 CUG block 5%.
Cc1ccc(C(O)c2cccnc2)o1 (stereo not drawn) was read as S-ASM inh 2%, a7 integrin act -6%, A-T KAP1 phos 3%, MLL CXXC-DNA inh 7%, GALK inh 3%, KCNH2 3.1 inh -9, hERG WT inh -18, FBPA coupling cs -7, TRPV1 agonist -1 and MBNL1 CUG block -6%.
N#Cc1ccc(NC(=O)CSc2n[nH]c(=O)n2C2CC2)cc1 was read as S-ASM inh -2%, a7 integrin act 14%, A-T KAP1 phos -2%, KCNH2 3.1 inh 2, hERG WT inh -12 and TRPV1 agonist -1.
C=CCNC(=O)C12CC3CC(C1)CC(C(=O)NCC=C)(C3)C2 was read as S-ASM inh 4%, a7 integrin act 16%, A-T KAP1 phos 0%, MLL CXXC-DNA inh 4%, GALK inh 0%, KCNH2 3.1 inh 5, hERG WT inh 17, FBPA coupling cs 3, TRPV1 agonist -3 and MBNL1 CUG block -2%.
For COc1ccc(OC)c(S(=O)(=O)Nc2cccnc2)c1 the results were S-ASM inh 2%, a7 integrin act 23%, A-T KAP1 phos -2%, MLL CXXC-DNA inh 9%, GALK inh 1%, KCNH2 3.1 inh 0, hERG WT inh 25, FBPA coupling cs 4, TRPV1 agonist -3 and MBNL1 CUG block 5%.
O=C(O)c1ccc(-c2nc(-c3ccc(Cl)cc3)cs2)cc1 was read as S-ASM inh 0%, a7 integrin act 0%, A-T KAP1 phos 4%, MLL CXXC-DNA inh -10%, GALK inh 4%, KCNH2 3.1 inh -36, hERG WT inh -10, FBPA coupling cs 5, TRPV1 agonist -2 and MBNL1 CUG block 10%.
For CCc1ccc(C(=O)N2CCN(c3ccc(NC(=O)c4ccco4)cc3)CC2)cc1 the results were S-ASM inh -2%, a7 integrin act -6%, A-T KAP1 phos 8%, MLL CXXC-DNA inh 6%, GALK inh 5%, KCNH2 3.1 inh -46, hERG WT inh 7, FBPA coupling cs 5, TRPV1 agonist 5 and MBNL1 CUG block 0%.
`O=C(Nc1cccc2c1CCCC2)c1ccc(F)cc1` gave S-ASM inh 0%, a7 integrin act 12%, KCNH2 3.1 inh -3 and hERG WT inh 0.
COc1ccc(-c2nc(CN3CCC(c4ccccc4)CC3)c(C)o2)cc1OC was read as S-ASM inh 3%, a7 integrin act -15%, A-T KAP1 phos -3%, MLL CXXC-DNA inh 5%, GALK inh 1%, KCNH2 3.1 inh 1, hERG WT inh 33, FBPA coupling cs 0, TRPV1 agonist 1 and MBNL1 CUG block 5%.
Screening O=C1CCCC2=C1C1(O)C(=O)c3ccccc3C1(O)O2 (stereo not drawn) returned S-ASM inh 6%, a7 integrin act 12%, A-T KAP1 phos 1%, MLL CXXC-DNA inh -5%, GALK inh 2%, KCNH2 3.1 inh -3, hERG WT inh 0, FBPA coupling cs -6, TRPV1 agonist -1 and MBNL1 CUG block inconclusive.
